Hsp70 inhibitors = Hsp70 inhibitors, probe displacement, primary screen, biochemical, fluorescence polarization (AID 583). actives 0.06% (n = 140,000). Hsp70 fluorescence polarization probe displacement, mP; higher % means a stronger effect. one-dose displacement, % at 20 µM; IC50 in µM for titrated hits; in the data active = displacement above about 50%;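 note: plate controls were vehicle for no effect and reference ligand for full effect; a part of the inactive calls stands beside numbers as strong as those of hits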
MKP-3 inhibition = MKP-3 phosphatase inhibitors, primary screen, biochemical, rat enzyme, in vitro (AID 425); Dual specificity protein phosphatase 6 (Rattus norvegicus); recombinant MKP-3 phosphatase activity, fluorescence; higher % means a stronger effect; inhibition, % at 20 µM, or IC50 in µM where a hit was titrated; actives 0.17% (n = 110,000); in the data active = inhibition above about 50%;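 note: plate controls were vehicle for no effect and reference inhibitor for full effect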
Starred values were filed as active, the others as inactive; · = not tested or not shown. An excerpt; count on the stated rates, not on these rows.

SMILES	Hsp70 inhibitors	MKP-3 inhibition
COc1ccc(-n2cnnc2SCc2cnc(-c3ccccc3)s2)cc1	-2.0%	3.9%
O=C(Nc1ccccc1C(=O)NCC1CCCO1)c1ccco1 (centres undefined)	4.6%	-2.8%
CCOC(=O)N1CCN(C(=O)c2ccc(NC(=O)CC)cc2)CC1	2.4%	·
CCn1c(=O)n(CC)c2cc(S(=O)(=O)NCCOc3ccccc3)c(C)cc21	2.0%	-5.9%
COc1ccc(CC(=O)N2N=C3CCCCCC3C2(O)C(F)(F)F)cc1 (centres undefined)	-2.3%	-1.7%
Cc1ccc(S(=O)(=O)NCCCCC(NC(=O)OC(C)(C)C)C(=O)O)cc1 (centres undefined) (tested in a mixture with another compound)	1.0%	-3.7%
[O-][n+]1c2c(nc3c1-c1ccccc1C3O)CCCC2 (centres undefined)	0.5%	1.8%
Cc1c(Cl)cccc1NC1CS(=O)(=O)CC1O (centres undefined)	-4.5%	3.3%
CCOc1ccc(NC(=O)CN2CCN(CC(=O)Nc3ccc(F)cc3)CC2)cc1	1.7%	-4.5%
CCC1CCCCN1C(=O)N[C@@H](Cc1ccccc1)C(=O)O (some centres undefined)	-0.1%	-5.5%
CC(=O)c1c(C)[nH]c(C(=O)COc2cc(C)ccc2C(C)C)c1C	8.4%	·
COc1ccc(C2CC(C(F)(F)F)n3nc(C(=O)Nc4ccc(F)cc4F)c(Cl)c3N2)cc1OC (centres undefined)	-1.5%	0.6%
Cc1[nH]nc2c1/C(=N\O)CC(C)(C)C2	-0.1%	2.2%
O=C(Nc1ccccn1)c1cc(S(=O)(=O)N2CCOCC2)ccc1Cl	1.1%	0.4%
CCOc1ccc(NC(=O)C(CC(=O)O)Cc2ccccc2)cc1 (centres undefined)	3.6%	-5.1%
CC12CCC(C(=O)N(CN3CCCCC3)C1=O)C2(C)C (centres undefined)	5.0%	0.9%
Cc1ccc(OCc2nnc(SCC(=O)Nc3nccs3)n2-c2ccccc2)cc1C	-2.2%	·
c1ccc(-c2cc3c(ccc4nonc43)nn2)cc1	-5.5%	-6.5%
CCOC(=O)N1CCN(C(=O)CN(C)S(=O)(=O)c2ccc3c(c2)C(C)(C)C(=O)N3C)CC1	1.4%	4.2%
Nc1ccc(-c2n[nH]c(=O)c3ccccc23)cc1N	-2.0%	-2.2%
COc1ccc(CCNC(=O)c2ccc3c(c2)NC(=O)C(N2CCOCC2)S3)cc1OC (centres undefined)	-4.1%	10.9%
O=C(O)c1cc(Cl)ccc1NC(=O)C(c1ccccc1)c1ccccc1	8.8%	0.4%
COc1cccc(C2=NOC(C(=O)Nc3ccc(C(C)=O)cc3)C2)c1 (centres undefined)	1.0%	2.4%
COc1ccc(-c2c3c(=O)n(C)c(=O)n(C)c3c3nnc4ccccc4n23)cc1	-38.2%	3.1%
COc1ccc(OC)c(NC(=O)CSCC(=O)O)c1	-1.3%	-9.6%
O=C(/C=C/c1cccc([N+](=O)[O-])c1)Nc1ccc2oc(-c3ccccc3)nc2c1	-2.3%	5.5%
O=C1c2ccccc2C(=O)N1CCCCN(C(=O)c1ccco1)c1ccc(Cl)cc1	-1.9%	1.2%
COC(=O)C1=CNC=C(C(=O)OC)C1c1cc(C)ccc1C	0.6%	0.0%
Cc1ccc2nsnc2c1NC(=O)c1cc(I)ccc1Cl	8.3%	0.0%
CCOc1ccc2nc(NC(=O)c3cnc(C)cn3)sc2c1	-0.8%	·
CC(=O)NC1C(=O)N=C(SCC(=O)NC2CCCCC2)NC1=O (centres undefined)	1.4%	5.4%
CCOC(=O)c1cn[nH]c1N	-0.5%	6.3%
COc1cc([N+](=O)[O-])ccc1N1C(=O)C2C3C=CC(C3=C(C)C)C2C1=O (centres undefined)	-4.8%	2.4%
CCN(CC)c1ccc(/C=c2/sc3nnc(-c4ccccc4C)n3c2=O)cc1	35.2%	·
COc1ccc(S(=O)(=O)Nc2ccccc2C(N)=O)cc1Br	-5.3%	2.5%
CCN1CCc2c(C#N)c(N3CCCCC3)nc(N3CCOCC3)c2C1	-5.6%	3.1%
Cc1cccc(N2C(=O)SC(N(C)c3ccccc3)C2=O)c1 (centres undefined)	3.8%	2.3%
CCN(CC)CC#CCC(C(=O)c1ccccc1)C(=O)C(C)(C)OC (centres undefined)	-0.6%	2.7%
CCOC(=O)C1CCCN(Cc2ccc(OC)cc2OC)C1 (centres undefined)	2.1%	-11.1%
CCC(Sc1nc2cc(OC)c(OC)cc2c(=O)n1Cc1ccco1)C(=O)NCCOC (centres undefined)	-3.8%	·
O=C(CSc1ccccn1)N/N=C/c1ccc(Br)cc1	1.1%	-4.9%
C=CCSc1nc2c(c(=O)[nH]c(=O)n2C)n1C(C)C	-4.0%	0.2%
O=C1C(=O)N(c2ccccc2)C(c2ccccc2)/C1=C(\O)c1ccc(Br)cc1 (centres undefined)	-0.7%	3.5%
CC(=O)Nc1ccc(S(=O)(=O)Nc2cccc(C(C)=O)c2)cc1	-7.0%	2.0%
COc1ccccc1C1N(c2cc(Cl)ccc2OC)C(=O)C2CCCN21 (centres undefined)	0.1%	-2.0%
CCc1cc2c(N/N=C\c3ccc([N+](=O)[O-])o3)ncnc2s1	-1.0%	8.8%
Cc1ccc(/C(O)=C/C(=O)C(=O)O)cc1	1.9%	-3.0%
COn1c(=S)[nH]c2ccccc2c1=O	2.9%	2.4%
COc1ccc(S(=O)(=O)Nc2ccccc2)cc1OC	5.2%	·
Cn1cnnc1SCCNS(=O)(=O)c1ccccc1	9.3%	·

Further compounds follow.
SMILES	Hsp70 inhibitors	MKP-3 inhibition
CN1CCN(/C=C2\SC(=S)NC2=O)CC1	1.1%	-14.1%
Cc1ccc(C(=O)O/N=C(\N)c2ccccn2)cc1[N+](=O)[O-]	1.3%	-0.5%
Cc1cccc(NC(=O)Nc2cccc(C#N)c2)n1	3.4%	-5.5%
COc1ccc(Cc2noc(COc3ccc4ccccc4c3)n2)cc1OC	-3.6%	3.2%
O=C(c1ccco1)n1nnc2ccccc21	3.2%	4.6%
Cc1ccccc1CS(=O)(=O)CCC(=O)NCCCN1CCOCC1	6.8%	-0.7%
c1cncc(-c2nc3c4ccccc4nc(N4CCC(N5CCCCC5)CC4)n3n2)c1	·	1.8%
O=S(=O)(c1ccccc1)N1CCN(C2CCCC2)CC1	2.6%	4.3%
CCOC(=O)/C(N=Nc1cc(C)ccc1OC)=C(/C)O	-2.1%	1.3%
O=C(Nc1cc(Cl)ccc1Cl)c1noc2c1CCCC2	·	-7.7%
Fc1ccc(-c2nc(-c3ccc(C(F)(F)F)cc3)no2)cc1	7.2%	2.1%
CC(Oc1ccccc1)C(=O)Nc1ccccc1I (centres undefined)	1.4%	1.3%
Cc1cc(C(=O)Nc2cccc3ccccc23)c(-c2ccccc2)o1	·	2.8%
COC(=O)CCC/C=C1/SCC(NC(=O)c2ccccc2)C1O (centres undefined)	-3.8%	0.5%
Cc1ccc2nsnc2c1S(=O)(=O)NCc1ccncc1	2.8%	-4.1%
COC(=O)COc1ccc(S(=O)(=O)Nc2ccccc2SC)cc1	1.7%	-4.0%
Cc1ccc(C(=O)Nn2c(O)c(C3=c4cc(Br)ccc4=NC3=O)sc2=S)cc1	-0.7%	4.2%
CCOC(=O)Nc1cc(=O)c2ccccc2o1	-0.3%	-8.6%
O=C(CCc1ccccc1)Nc1ccc(Cc2ccncc2)cc1	1.2%	3.4%
CCOC(=O)c1nnn(-c2nonc2-n2cccc2)c1CCl	0.9%	·
Cc1ccc(C)c(N(CC(=O)N(C)C)S(C)(=O)=O)c1	4.1%	-7.4%
C=CCn1c(NCCOC)nc2c1c(=O)n(C)c(=O)n2C	-1.0%	-0.8%
O=C(NCC1CCCO1)c1cc(-c2ccc(Cl)cc2Cl)on1 (centres undefined)	-7.0%	·
CC(=O)c1cc(C(C)(C)C)c(O)c(C(C)(C)C)c1	8.5%	-2.0%
COc1ccc(Br)cc1C(=O)Nc1cc(C(F)(F)F)cc(C(F)(F)F)c1	-0.3%	3.9%
Cn1c(CN2CCOCC2)nnc1SCC(N)=O	-5.0%	·
Cn1nc(-c2ccc(Cl)cc2)c2cc(C(=O)N3CCN(C(=O)c4ccco4)CC3)sc21	0.8%	-3.2%
C=CCOc1ccc(C=C2C(=O)N(C)C(=O)N(C)C2=O)cc1OC	-0.9%	2.9%
O=C(O)CN1C(=O)c2cccc3c(Br)ccc1c23	4.4%	-0.5%
COc1ccc(S(=O)(=O)N2CCCC2)cc1OC	5.5%	2.4%
Cc1ccnc2c(N3C(=O)C4C5C=CC(C5)C4(C)C3=O)cccc12 (centres undefined)	·	-5.9%
O=C1CCCC2=C1C(c1ccc(Br)cc1)Nc1ccc(C(=O)c3ccccc3)cc1N2 (centres undefined)	1.2%	5.2%
COc1ccccc1N1C(=O)/C(=C/c2cccc(Cl)c2)SC1=S	-0.9%	5.7%
COc1ccc(N2CCN(Cc3nc(N)nc(Nc4ccccc4OC)n3)CC2)cc1	5.0%	1.5%
CCOC(=O)N1CCN(C(=O)C2CCC(C(=O)N3CCN(C(=O)OCC)CC3)CC2)CC1 (centres undefined)	-3.1%	-3.6%
COC(=O)C1=C(C)N(c2cccc(C(C)=O)c2)C(=O)C1	-1.7%	4.4%
